RXFP1 agonist: activates the human relaxin receptor RXFP1. Q9HBX9. HEK293T-RXFP1 cAMP TR-FRET, 30 min; response scale: percent of porcine relaxin response, buffer zero. Potency, µM (highest dose often 57.5 µM), without a hit: at the top dose activation, actives largely listed as activators. hit rate 0.3% among 370,000. AID 2676; also: potency is read from the fitted curve at half-maximal effect; % is scaled to controls: 0 for no effect and ±100 for the full control effect; nearly all actives have a fitted effect of over 60% in size; many of its hits are not listed in these tables
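HEK293T cells stably expressing RXFP1 were pretreated with the PDE4 inhibitor Ro 20174, exposed to compounds for 30 min at 37C, lysed, and cAMP was read by TR-FRET. Data normalized to buffer (basal) and 29 nM porcine relaxin (100%).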
Vif-APOBEC3F blk: inhibitors of Vif-A3F interaction; HeLa A3F-eYFP + Vif (tagged APOBEC3F with the HIV-1 protein that degrades it), YFP fluorescence increase; Potency, µM (highest dose often 46.1 µM), inactives show at the top dose activity, negative = active; hit rate 0.2% among 390,000; also: potency is read from the fitted curve at half-maximal effect; % of control where 0% means no effect; nearly all actives have a fitted effect of over 65% in size
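HeLa cells stably expressing A3F-eYFP plus Vif, plated and incubated overnight at 37 deg C, then exposed to compounds overnight at 37 deg C. Blocked degradation read as raised yellow fluorescence (Ex 488/Em 500-530).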
Vif-A3G inh: inhibitors of Vif-APOBEC3G interaction | Q9HC16 | HeLa A3G-eYFP + Vif (tagged APOBEC3G with the HIV-1 protein that degrades it), YFP fluorescence, overnight | Potency, µM (series often up to 46.1 µM), for the others: at the top dose activity, negative = active, usual class: inhibitors | hit rate 0.076% among 410,000;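 also: potency is read from the fitted curve at half-maximal effect; % is scaled to controls: 0 for no effect and ±100 for the full control effect; nearly all actives have a fitted effect of over 60% in size; hits raise eYFP signal because A3G escapes Vif-driven loss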
Target sequence (Q9HC16 whole entry, looked up): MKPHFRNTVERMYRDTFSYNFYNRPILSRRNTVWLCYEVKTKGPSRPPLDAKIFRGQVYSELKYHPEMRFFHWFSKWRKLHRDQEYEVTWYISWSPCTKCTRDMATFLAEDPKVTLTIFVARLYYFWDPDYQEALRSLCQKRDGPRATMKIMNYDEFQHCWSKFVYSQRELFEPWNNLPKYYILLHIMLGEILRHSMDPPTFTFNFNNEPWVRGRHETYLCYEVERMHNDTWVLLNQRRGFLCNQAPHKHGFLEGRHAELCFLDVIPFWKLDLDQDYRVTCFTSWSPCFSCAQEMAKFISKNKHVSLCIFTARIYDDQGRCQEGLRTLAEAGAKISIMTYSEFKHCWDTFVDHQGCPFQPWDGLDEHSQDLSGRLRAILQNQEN
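HeLa cells stably expressing Vif and C-terminally eYFP-tagged A3G, seeded overnight at 37 deg C, then exposed to compound by pintool overnight at 37 deg C. Rise in yellow fluorescence (Ex 488/Em 500-530, Acumen) marks blocked Vif-driven A3G degradation.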
D1 agonist: human D1 receptor agonism; HEK293 T-REx D1 cells, calcium flux, agonist mode; P21728; activation, % at 2 µM; AID 504660; hit rate 1% among 360,000; in the data active = activation above about 30%; also: 0% is about no effect
Target sequence (P21728 whole entry, looked up): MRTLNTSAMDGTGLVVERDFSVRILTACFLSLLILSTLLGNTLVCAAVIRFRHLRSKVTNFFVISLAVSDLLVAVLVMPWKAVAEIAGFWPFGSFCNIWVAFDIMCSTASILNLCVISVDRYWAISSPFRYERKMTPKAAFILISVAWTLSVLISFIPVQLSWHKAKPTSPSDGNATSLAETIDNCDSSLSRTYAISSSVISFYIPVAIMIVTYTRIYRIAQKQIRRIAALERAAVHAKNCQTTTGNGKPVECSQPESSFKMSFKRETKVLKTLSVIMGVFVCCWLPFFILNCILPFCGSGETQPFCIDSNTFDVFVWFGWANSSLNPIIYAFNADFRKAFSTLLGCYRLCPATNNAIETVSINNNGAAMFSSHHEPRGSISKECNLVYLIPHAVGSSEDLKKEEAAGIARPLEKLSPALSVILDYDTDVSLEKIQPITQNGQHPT
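Inducible HEK293 T-REx D1 cells, force-coupled to calcium signalling, were plated at 4000 cells/well with tetracycline and held overnight at 30 C. After no-wash calcium dye loading, compound-evoked calcium rise over 180 s flagged agonists.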
D1 PAM: potentiators of human D1 dopamine receptor; potentiation, % at 10 µM; P21728; hit rate 0.036% among 360,000; HEK293 TREx D1 cells, calcium flux, dopamine EC20 potentiation; in the data active = potentiation above about 30%; also: 0% is about no effect
D2 PAM: positive allosteric modulators of human D2 dopamine receptor. P14416. HEK293 T-REx D2, calcium flux, EC20 dopamine potentiation. potentiation, % at 10 µM. hit rate 0.34% among 340,000. AID 485347;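 active = potentiation over 3 SD above the plate norm, cut at about 30% in these data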; also: 0% is about no effect
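Using a no-wash calcium dye in inducible, force-coupled HEK293 Trex cells expressing D2, we tracked fluorescence each second for 180 s after compound, then for 180 s after EC20 dopamine to detect augmented signalling.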
GRP78 ERSR act: induces the endoplasmic reticulum stress response in human glioma cells; U87-MG GRP78 promoter luciferase reporter, 16 h; Potency, µM, for inactives: top-dose activation, most hits filed as activators; hit rate 0.02% among 420,000; AID 602332; also: potency is read from the fitted curve at half-maximal effect; series mostly up to about 76 µM; % of control where 0% means no effect; nearly all actives have a fitted effect of over 35% in size
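Stably transfected U87-MG human glioma cells carrying a GRP78-based luminescent sensor were seeded at 1000 cells/well, pin-dosed with compounds and incubated 16 h. Luciferase reagent was then added, and end-point luminescence was read after 10 min at room temperature.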
RXFP1 antag: antagonists of human relaxin receptor RXFP1. hit rate 0.59% among 350,000. activity change, negative = inhibition, % at 57.5 µM. AID 1259400. HEK293-RXFP1, relaxin-stimulated cAMP HTRF, 30 min; active compounds read low. Q9HBX9;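 active = activity change of -60% or lower, but not beyond a set lower limit; inconclusive = change between -60% and -40%, or beyond the set limit; inactive = change above -40%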; also: % is scaled to controls: 0 for no effect and ±100 for the full control effect
D1 antagonist: antagonists of human D1 dopamine receptor; HEK293 TREx D1 cells, calcium flux, dopamine EC80; active compounds read low; activity change, negative = inhibition, % at 10 µM; hit rate 3.2% among 360,000; AID 504652; in the data active = activity change below about -30%; also: % is scaled to controls: 0 for no effect and ±100 for the full control effect
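Tetracycline-induced HEK293 T-REx cells with force-coupled D1 receptor were loaded with a no-wash calcium dye. Compound was added after a 10 s baseline and read kinetically for 180 s; EC80 dopamine was then added and calcium flux followed another 180 s.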
The depositor's hits bear a star; ? = inconclusive; / = no result given. Unless noted, calls follow the shape of the dose curve; as a rule, active = well fitted curve in the direction sought with a large enough effect; inconclusive = small, poorly fitted or top-dose-only effect, or another doubt; inactive = no such curve, though single readings can be large; an effect the other way counts as inactive or inconclusive. These rows are one share of the data, so the mix of outcomes need not match the whole.

Every second line gives: D1 PAM	RXFP1 agonist	RXFP1 antag	Vif-APOBEC3F blk	Vif-A3G inh	D2 PAM	D1 antagonist	GRP78 ERSR act	D1 agonist
- COc1ccc(NC2c3ccccc3C(=O)N2c2cccnc2)cc1 (configuration not stated)
  4	-1.9%	0	-4%	0%	3	-3	-5%	2
- CCCN(CCC)CCCNC(=O)Cn1cnc2sc(C)c(S(=O)(=O)N3CCOCC3)c2c1=O
  13	8.1%	-13	10%	3%	27	3	-3%	3
- Cc1ccc(Cl)cc1NC(=O)COC(=O)C1CCCC1
  -6	1.1%	-11	-13%	0%	-8	-5	-3%	2
- COc1ccc(NC(=O)CN(C)C(=O)C2(c3ccccc3)CCCC2)cc1
  /	/	8	9%	0%	/	/	-3%	/
- COCCN(Cc1ccccc1)C(=O)c1cc(-c2ccc(OC)c(OC)c2)nc2ccccc12
  -1	-4.3%	11	-29%	-2%	/	-4	-6%	5
- O=C(c1ccccc1)c1ccc(C(=O)N2CCOCC2)cc1
  -8	0.8%	15	2%	2%	-1	7	2%	1
- Cc1cc(C(=O)N/N=C/c2ccc([N+](=O)[O-])cc2)c(C)o1
  -9	0.6%	-9	3%	3%	1	-13	2%	3
- CC(C)c1ccc(N(C(=O)c2csnn2)C(C(=O)NC2CCCC2)c2ccncc2)cc1 (configuration not stated)
  -5	-1.6%	-12	-8%	-1%	-14	-2	2%	2
- CC1=CS(=O)(=O)CC1Sc1nc2ccccc2[nH]1 (configuration not stated)
  2	0.6%	16	7%	0%	-7	-1	0%	4
- Cc1cccc(C)c1NC(=O)CSC(=S)N1CCCC1
  -3	-1.1%	-6	-6%	-7%	2	1	-4%	2
- CC(=O)c1c(C)nc2ccc(Br)cc2c1-c1ccccc1
  1	3.8%	-33	2%	-2%	1	-4	5%	1
- COc1cccc(C(=O)Nc2ccccc2C(=O)NCC2CCCO2)c1 (configuration not stated)
  -6	-0.6%	1	-2%	2%	-8	34	-2%	2
- COc1ccccc1-c1ccc(=O)n(CC(=O)NCc2ccc3c(c2)OCO3)n1
  0	1.4%	-10	1%	-6%	8	11	-2%	2
- CC1CCC(C(C)C)C(OCC[N+](C)(C)C)C1 (configuration not stated)
  -7	-0.3%	0	9%	-1%	4	-26	-1%	2
- CC(C)CNC(=O)[C@H]1N2C(=O)c3ccccc3C2SC1(C)C (some centres not stated)
  1	-0.2%	1	8%	1%	6	-7	-4%	2
- O=c1c2c(nc3n1CCCCC3)sc1c(O)cccc12
  1	-0.7%	-2	-1%	-1%	20	-11	-5%	1
- CCOC(=O)N1CCC(N2C(=O)c3ccccc3C2Nc2cccnc2)CC1 (configuration not stated)
  -7	0.2%	-4	2%	-4%	-3	-4	-2%	1
- CC(=O)Nc1ccc(C(=O)OCC(=O)NC2CCCCCCC2)cc1
  -1	-2.6%	-20	0%	1%	3	-7	4%	3
- O=C(Nc1ccccc1)C1CC=CCC1C(=O)OCC1CCCO1 (configuration not stated)
  -4	3.6%	7	-8%	-1%	3	3	0%	0
- O=C(CN(CC1CCCO1)C(=O)CNS(=O)(=O)c1ccc(Cl)cc1)NC1CCCCC1 (configuration not stated)
  -1	1.8%	13	14%	0%	19	-17	-3%	1

11 compounds already listed, arranged by heavy-atom count, ascending.
Every second line gives: D1 PAM	RXFP1 agonist	RXFP1 antag	Vif-APOBEC3F blk	Vif-A3G inh	D2 PAM	D1 antagonist	GRP78 ERSR act	D1 agonist
- CC1CCC(C(C)C)C(OCC[N+](C)(C)C)C1 (configuration not stated)
  -7	-0.3%	0	9%	-1%	4	-26	-1%	2
- O=c1c2c(nc3n1CCCCC3)sc1c(O)cccc12
  1	-0.7%	-2	-1%	-1%	20	-11	-5%	1
- Cc1cc(C(=O)N/N=C/c2ccc([N+](=O)[O-])cc2)c(C)o1
  -9	0.6%	-9	3%	3%	1	-13	2%	3
- CC(C)CNC(=O)[C@H]1N2C(=O)c3ccccc3C2SC1(C)C (some centres not stated)
  1	-0.2%	1	8%	1%	6	-7	-4%	2
- COc1ccc(NC2c3ccccc3C(=O)N2c2cccnc2)cc1 (configuration not stated)
  4	-1.9%	0	-4%	0%	3	-3	-5%	2
- COc1cccc(C(=O)Nc2ccccc2C(=O)NCC2CCCO2)c1 (configuration not stated)
  -6	-0.6%	1	-2%	2%	-8	34	-2%	2
- COc1ccc(NC(=O)CN(C)C(=O)C2(c3ccccc3)CCCC2)cc1
  /	/	8	9%	0%	/	/	-3%	/
- CCOC(=O)N1CCC(N2C(=O)c3ccccc3C2Nc2cccnc2)CC1 (configuration not stated)
  -7	0.2%	-4	2%	-4%	-3	-4	-2%	1
- COc1ccccc1-c1ccc(=O)n(CC(=O)NCc2ccc3c(c2)OCO3)n1
  0	1.4%	-10	1%	-6%	8	11	-2%	2
- CC(C)c1ccc(N(C(=O)c2csnn2)C(C(=O)NC2CCCC2)c2ccncc2)cc1 (configuration not stated)
  -5	-1.6%	-12	-8%	-1%	-14	-2	2%	2
- CCCN(CCC)CCCNC(=O)Cn1cnc2sc(C)c(S(=O)(=O)N3CCOCC3)c2c1=O
  13	8.1%	-13	10%	3%	27	3	-3%	3

Record cards, as listed above. Values in the order: D1 PAM	RXFP1 agonist	RXFP1 antag	Vif-APOBEC3F blk	Vif-A3G inh	D2 PAM	D1 antagonist	GRP78 ERSR act	D1 agonist
Results for COc1cccc(C(=O)Nc2ccccc2C(=O)NCC2CCCO2)c1 (configuration not stated) : -6	-0.6%	1	-2%	2%	-8	34	-2%	2
Results for COc1ccc(NC(=O)CN(C)C(=O)C2(c3ccccc3)CCCC2)cc1 : /	/	8	9%	0%	/	/	-3%	/

Next part
Every second line gives: D1 PAM	RXFP1 agonist	RXFP1 antag	Vif-APOBEC3F blk	Vif-A3G inh	D2 PAM	D1 antagonist	GRP78 ERSR act	D1 agonist
- CC1(C)CC(=O)C(C(C2=C(O)CC(C)(C)CC2=O)c2cccnc2)C(=O)C1 (configuration not stated)
  -8	0.1%	-10	6%	-3%	13	13	-1%	3
- CN1C(=O)c2oc3ccccc3c(=O)c2C1c1ccccn1 (configuration not stated)
  3	1.9%	0	-13%	2%	32*	0	-5%	3
- COCCOC(=O)C1=C(C)NC(SCC(=O)NC(C)(C)C)=C(C#N)C1c1ccco1 (configuration not stated)
  -1	-0.6%	-8	8%	-12%	-6	5	-6%	-1
- Cc1c(C#N)c(N=CN(C)C)c(C(=O)c2ccc(Br)cc2)n1-c1ccc(Cl)cc1
  1	2.7%	2	-16%	0%	-5	1	0%	3
- O=C(O)Cc1ccc(C(=O)c2ccc(Cl)cc2Cl)s1
  1	16%	4	7%	-2%	-1	7	-2%	2
- O=C(NC(=S)Nc1ccccc1OC(F)F)c1ccc2c(c1)OCO2
  /	/	-9	-21%	-8%	/	/	-2%	/
- COc1ccc2oc(C(=O)NCC(c3ccco3)N(C)C)c(C)c2c1 (configuration not stated)
  -8	0.0%	-1	0%	0%	0	6	2%	1
- CCOC(=O)c1c(C)oc2ncnc(Nc3cc(C)cc(C)c3)c12
  -6	-1.4%	2	0%	0%	6	-3	0%	2
- C=C(c1ccc(OC)cc1)c1ccc(OC)cc1
  -2	-0.4%	-12	-8%	-15%	-5	-2	1%	-1
- COc1ccccc1C(CNC(=O)C(C)Oc1ccc(Br)cc1)N1CCCC1 (configuration not stated)
  -4	1.5%	23	-27%	-2%	/	-6	-4%	5
- COc1ccc(C(CNC(=O)c2ccc(NS(=O)(=O)c3ccc(F)c(C)c3)cc2)N2CCOCC2)cc1 (configuration not stated)
  -4	-0.1%	-13	-22%	3%	-4	-12	-3%	3
- COC(=O)C1C(=O)c2c([nH]c(C(=O)OCCSC)c2C)CC1C (configuration not stated)
  /	0.5%	-10	1%	-1%	17	14	10%	9
- Cc1ccccc1C(=O)N1CCC(C(=O)Nc2ccc(S(=O)(=O)N(C)C(C)C)cc2)CC1
  -1	-3.0%	-6	-3%	-10%	-3	/	-4%	13
- CC(=O)ONC(=Nc1ccccc1)c1nonc1N
  -10	-1.5%	10	2%	1%	-5	-14	-1%	1
- COc1cccc(C2/C(=C(/O)c3ccccc3)C(=O)C(=O)N2CCCC(=O)O)c1 (configuration not stated)
  0	2.0%	13	8%	7%	-4	3	2%	2
- Cc1nn(C)c(Nc2ccc(Br)cc2)c1Br
  0	0.3%	-19	5%	-6%	2	-18	-7%	13
- O=C1C=C(N(CCO)Cc2ccccc2)c2ccccc2C1=O
  4	-3.5%	-6	13%	-3%	-4	0	-14%	3
- CC1CCCCC12NC(=O)N(Cc1cc(=O)n3ccsc3n1)C2=O (configuration not stated)
  -3	25%	5	8%	1%	3	-2	-6%	1
- Cc1ccc(S(=O)(=O)N(Cc2cc3ccc(C)cc3[nH]c2=O)c2ccccc2)cc1
  0	?	15	-7%	-7%	12	0	6%	1
- Cc1ccc(-n2ncc(C(=O)NCc3ccccn3)c2C2CCN(C(=O)OC(C)(C)C)CC2)cc1C
  -2	-1.9%	-13	0%	5%	/	6	-2%	-1

Next part
Every second line gives: D1 PAM	RXFP1 agonist	RXFP1 antag	Vif-APOBEC3F blk	Vif-A3G inh	D2 PAM	D1 antagonist	GRP78 ERSR act	D1 agonist
- COc1ccc(Nc2ncc(F)c(N3CCOCC3)n2)cc1
  -7	-1.1%	-7	0%	2%	/	/	-11%	-2
- CCc1ccc(OCC(O)CN2CCC(CN3C(=O)c4cccc5cccc(c45)C3=O)CC2)cc1 (configuration not stated)
  4	-1.5%	-1	-1%	2%	7	28	-4%	2
- COc1ccc(N2CCN(S(=O)(=O)c3ccc4c(c3)CCCC4)CC2)c([N+](=O)[O-])c1
  -1	-0.2%	-9	-4%	-3%	-2	-8	-5%	1
- O=C(O)CC(NC(=O)/C(=C/c1ccccc1)NC(=O)c1ccccc1)c1ccccc1 (configuration not stated)
  2	2.2%	6	-10%	-1%	-1	-3	-4%	4
- O=C(/C=C/c1cccc(Cl)c1)OCC(=O)c1ccc[nH]1
  /	/	5	-8%	2%	/	/	-3%	/
